NPR1 activator – GC-A (human) enzyme activation. HEK293 GC-A cells, cGMP TR-FRET, EC30 ANP; 0% at EC30 ANP, 100% saturating ANP. activation, % at 10 µM. 370,000 compounds, 0.14% hits. AID 1671463; in the data active means activation above about 40%
hgDAF-12 ag – activates the H. glycines DAF-12 receptor ligand-binding domain; HEK293 GAL4-hgDAF12 UAS-luciferase reporter, agonist luminescence; normalized to butyrate control; activation, % at 6.8 µM; 370,000 compounds, 1.8% hits;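 active means activation above a cutoff set at the mean of all screened compounds plus 3 SD, cut at about 10% in these data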;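 further: 0% = DMSO wells and 100% = sodium butyrate wells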
DAX1 inh-1 – inhibitors of human orphan nuclear receptor DAX1 (NR0B1); P51843; HEK293 Gal4-DAX1 luciferase reporter, luminescence; inhibition, % at 6.75 µM; 340,000 compounds, 0.99% hits; AID 504766;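 active means inhibition above the mean over all tested compounds plus 3 SD, cut at about 4.2% in these data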;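 further: 0% = DAX1-transfected cells with DMSO and 100% = empty-vector control cells with DMSO; inhibition shows as a rise in luminescence from relieved DAX1 repression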
NPR2 activator – GC-B (human) receptor activation; P20594; HEK293-GC-B cells, CNP EC30, cGMP TR-FRET; 0% at EC30 CNP, 100% saturating CNP; activation, % at 10 µM; 370,000 compounds, 0.11% hits; AID 1920062;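 active means activation at 10 µM reaching about 35% in either raw or pattern-adjusted values, limit read from the data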
DAX1 inh-2 – blocks DAX1 repression of SF-1 activated StAR promoter; 370,000 compounds, 1.1% hits; inhibition, % at 6.8 µM; HEK293T StAR-luciferase reporter, SF-1/DAX-1 repression relief; AID 652010;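 active means inhibition above the mean over all tested compounds plus 3 SD, cut at about 3.6% in these data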;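 further: 0% = DAX-1 cells with DMSO and 100% = cells lacking DAX-1 with DMSO; higher inhibition means more luminescence from relief of DAX-1 repression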
FXN GAA850 act – activators of GAA850 frataxin (FXN) promoter; HEK293 lucGAA850 FXN promoter luciferase reporter, 24 h; percent of 10 µM SAHA response; activation, % at 6 µM; 360,000 compounds, 0.56% hits;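 active means activation above the average of all compounds screened plus 3 SD, cutoff fixed separately per campaign, cut at about 7.5% in these data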;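 further: 0% = DMSO wells and 100% = 10 µM SAHA wells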
hcDAF-12 act – H. contortus DAF-12 activation, primary screen; HEK293 hcDAF-12 lit1-tk-luc reporter, luminescence; 0% DMSO, 100% Δ7-dafachronic acid; activation, % at 6.8 µM; 370,000 compounds, 1.4% hits;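 active means activation above the mean of all tested compounds plus 3 SD, cut at about 5.5% in these data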;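 further: 100% = response to 3 µM Δ7-dafachronic acid high control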
ssDAF12 agonist – S. stercoralis DAF-12 activation, primary screen | activation, % at 6.8 µM | AID 652126 | 370,000 compounds, 1% hits | HEK293 ssDAF-12/GRIP1 lit1-tk-luc reporter, luminescence; % of 3 µM dafachronic acid response;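 active means activation above the mean over all tested compounds plus 3 SD, cut at about 0.9% in these data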;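 further: 0% = DMSO-only wells and 100% = 3 µM delta7-dafachronic acid wells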
SMARCA2 activ – activators of SMARCA2 function; MG213 cells, MMTV-luciferase reporter, dexamethasone, overnight; activation, % at 9.1 µM; 370,000 compounds, 1% hits; AID 652017; in the data active means activation above about 7.8%;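 further: 0% = vehicle wells and 100% = reference activator wells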
ADAM10 inh – inhibits human ADAM10; 370,000 compounds, 0.62% hits; inhibition, % at 7 µM; O14672; recombinant ADAM10, EDANS/DABCYL FRET peptide cleavage, 3 h;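 active means inhibition above a per-campaign cutoff equal to the mean of compounds falling between control-based bounds plus 3 SD, cut at about 20% in these data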;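 further: 0% = DMSO wells while the 100% control is not disclosed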
Target sequence (O14672 214-748 limits assumed): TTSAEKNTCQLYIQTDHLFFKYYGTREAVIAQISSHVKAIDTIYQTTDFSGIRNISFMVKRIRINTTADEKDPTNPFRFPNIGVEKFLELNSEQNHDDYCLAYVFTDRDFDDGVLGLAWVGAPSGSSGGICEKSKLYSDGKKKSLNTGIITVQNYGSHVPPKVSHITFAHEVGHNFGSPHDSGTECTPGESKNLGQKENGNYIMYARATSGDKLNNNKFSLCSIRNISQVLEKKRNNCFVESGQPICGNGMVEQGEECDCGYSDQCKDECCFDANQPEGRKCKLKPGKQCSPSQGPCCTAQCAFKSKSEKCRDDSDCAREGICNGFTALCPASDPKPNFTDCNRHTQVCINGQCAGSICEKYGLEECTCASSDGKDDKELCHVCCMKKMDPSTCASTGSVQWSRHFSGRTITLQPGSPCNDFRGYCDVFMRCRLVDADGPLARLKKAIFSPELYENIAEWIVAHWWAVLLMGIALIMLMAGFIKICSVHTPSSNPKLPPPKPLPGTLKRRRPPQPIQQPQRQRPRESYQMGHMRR
sPLA2-III inh – Blocks human group III sPLA2 activity | Q9NZ20 | QFRET BODIPY PC-A2 liposome hydrolysis, fluorescence | inhibition, % at 12.2 µM | 370,000 compounds, 0.56% hits | AID 743126;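 active means inhibition above mean plus 3 SD of compounds lying within the high and low control bounds, cut at about 19% in these data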;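 further: 0% = median of test compound wells and 100% = no enzyme DMSO wells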
Target sequence (Q9NZ20 whole entry, looked up): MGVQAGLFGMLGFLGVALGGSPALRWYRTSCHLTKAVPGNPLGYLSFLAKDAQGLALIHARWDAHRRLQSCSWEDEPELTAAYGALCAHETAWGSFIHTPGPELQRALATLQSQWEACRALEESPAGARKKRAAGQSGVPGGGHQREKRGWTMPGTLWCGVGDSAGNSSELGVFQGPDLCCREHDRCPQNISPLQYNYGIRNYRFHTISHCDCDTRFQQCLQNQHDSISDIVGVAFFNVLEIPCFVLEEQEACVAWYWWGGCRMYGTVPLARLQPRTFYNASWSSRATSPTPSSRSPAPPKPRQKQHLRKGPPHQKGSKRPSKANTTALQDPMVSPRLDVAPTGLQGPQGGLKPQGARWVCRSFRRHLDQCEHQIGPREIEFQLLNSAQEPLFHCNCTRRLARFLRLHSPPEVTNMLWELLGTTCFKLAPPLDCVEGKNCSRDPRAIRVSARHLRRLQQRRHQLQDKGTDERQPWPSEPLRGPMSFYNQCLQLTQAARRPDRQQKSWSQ
Numbers without * were called inactive; i = inactive; nt = not tested or not shown.

compound	NPR1 activator	hgDAF-12 ag	DAX1 inh-1	NPR2 activator	DAX1 inh-2	FXN GAA850 act	hcDAF-12 act	ssDAF12 agonist	SMARCA2 activ	ADAM10 inh	sPLA2-III inh
O=c1c2ccccc2ncn1CCCCOc1ccccc1F	-1	-1.0	-1.8	2	-0.3	1.4	-1.3	-1.2	0	2	-9
CCC(C)N(C(=O)Cn1nc(Cc2ccncc2)c2ccccc2c1=O)C(C)CC (configuration not stated)	4	-2.1	nt	8	-0.3	nt	-1.2	-1.3	-5	-4	3
O=C(CCN1C(=O)S/C(=C/c2ccccc2)C1=O)Nc1ccc(C(=O)O)c(O)c1	4	0.7	-0.1	-2	0.4	-0.6	0.9	-0.9	-1	1	-15
O=C(CSc1nc2ccccc2o1)Nc1ccccc1	3	8.6	0.1	-2	1.3	2.7	0.2	-1.5	3	-1	-10
CC1C(=O)O[C@@H]2C[C@@H](C)[C@@H]3CCC(=O)[C@@]3(C)[C@@H](O)[C@H]12 (some centres not stated)	1	0.0	-0.1	3	0.6	-2.2	-1.6	-1.1	-1	4	3
CC1(C(=O)NCc2ccccc2)Cc2c(-c3ccccc3)ccnc2O1 (configuration not stated)	-4	-2.4	nt	4	-4.3	-4.6	-2.0	-1.6	2	7	-3
CC1CCN(S(=O)(=O)c2cccc(C(=O)Nc3ccccn3)c2)CC1	-4	-2.2	-0.2	10	-1.2	4.6	0.5	-0.7	-2	9	-6
CC1(C)CC(=O)C=C(NCc2ccccc2)C1	1	2.7	-0.4	3	0.2	-0.4	-0.3	-1.1	-4	-8	2
Cc1cccnc1NC(=O)c1cccc(S(=O)(=O)N2CCN(c3ccccc3)CC2)c1	0	-0.8	-2.8	4	-2.6	1.3	-0.5	-0.9	0	-5	-7
Cc1nn(C)c(Cl)c1C(=O)NCC(=O)NCc1ccccc1	3	-2.0	0.1	8	0.2	1.2	-0.6	-2.0	-2	10	1
O=C(N/N=C\c1cc([N+](=O)[O-])ccc1N1CCCC1)c1ccccn1	3	3.2	0.5	-2	0.3	3.2	0.7	-0.8	0	1	0
CCC(Sc1nc(=O)cc(N)n1CCc1ccccc1)C(=O)Nc1ccccc1C#N (configuration not stated)	-2	2.9	0.1	1	-0.1	-1.3	-0.1	-1.0	-2	-53	-8
CN(C)c1ccc(C(=O)NCC(c2cccs2)N2CCOCC2)cc1[N+](=O)[O-] (configuration not stated)	2	1.1	2.7	5	0.9	-2.0	1.5	-0.3	0	-9	8
O=S(=O)(NCc1cccnc1)c1cccc2nsnc12	1	0.1	0.5	6	-0.8	-1.8	-0.9	-1.5	2	-2	0
COC(=O)c1cc(O)cc(OC)c1C(=O)c1c(O)cc(C)cc1O	8	0.8	0.5	6	-0.1	2.1	1.9	-1.4	3	-13	-10
COc1ccc(OC)c(S(=O)(=O)Nc2ccc(O)c3ccccc23)c1	-9	-2.7	-1.2	-5	-1.4	1.3	0.2	-0.6	-1	-30	4
Cc1ccnn1-c1ccc(C(=O)N2CCCN(S(=O)(=O)c3ccc(F)cc3)CC2)cc1	1	-1.9	0.0	-1	0.3	2.7	0.9	-1.1	7	-12	7
NS(=O)(=O)c1ccc(NC(=O)Cn2nc(C(=O)O)c3ccccc3c2=O)cc1	-1	-0.1	-1.0	2	-0.2	1.0	1.1	-0.6	-1	4	-2
Cc1cc(C(=O)CSc2nnnn2C)c(C)n1C1CC1	0	12*	1.8	2	1.0	3.8	1.6	-0.6	2	-2	10
CC(C)Sc1nc(N2CCOCC2)c2c3c(sc2n1)COC(C)(C)C3	4	-1.5	0.9	-2	0.6	-1.8	0.5	-1.2	1	-13	0

Carrying on.
compound	NPR1 activator	hgDAF-12 ag	DAX1 inh-1	NPR2 activator	DAX1 inh-2	FXN GAA850 act	hcDAF-12 act	ssDAF12 agonist	SMARCA2 activ	ADAM10 inh	sPLA2-III inh
Cc1cc(C(=O)c2cnc(/N=C/N(C)C)s2)c(F)cc1Cl	8	1.3	-0.9	3	-1.0	-0.1	-1.9	-1.2	-3	-12	-4
CCCCNC(=O)C[C@@H]1C[C@@]2(C(=O)OCC)CCCC=C2N(Cc2ccco2)C1=O	1	-0.2	nt	4	-0.7	nt	2.0	-0.8	-4	-2	-1
Cc1[nH]c2ccccc2c1C(=O)CN1C(=O)NC2(CC(C)CC(C)(C)C2)C1=O (configuration not stated)	6	-3.9	-0.4	4	-0.4	-4.3	1.0	-1.5	-2	11	-24
CCOc1ccc(-c2nc3scc(-c4cccs4)c3c(=O)[nH]2)cc1	1	0.8	1.4	1	-0.1	-0.9	1.4	-0.8	-2	-10	-6
CS/C(=C(/C#N)S(=O)(=O)c1ccc(Cl)cc1)N1CCOCC1	-5	1.5	nt	0	-0.2	-1.5	0.1	-1.5	3	9	-1
NS(=O)(=O)c1cc(C(=O)OCC(=O)NC2CC2)ccc1Cl	-1	0.1	0.4	-3	-0.2	0.1	-0.2	-1.1	0	0	-1
O=C(Nc1cccc2ncccc12)c1cccc(F)c1	5	-0.7	0.5	7	0.1	2.5	-1.0	-1.8	-5	-6	-4
COc1ccc(CC(=O)NCC(=O)Nc2ccccc2Br)cc1	1	-0.4	-1.9	2	-0.2	0.7	-1.5	-1.0	-2	6	-2
CC(=O)c1ccc(NC(=O)C2CCCN2S(=O)(=O)c2cccc3cccnc23)cc1 (configuration not stated)	5	-0.6	2.2	6	0.2	-0.7	1.0	-1.4	1	-4	8
O=C(CCOc1ccccc1)Nc1ccnn1C1CCN(Cc2ccc(F)cc2)CC1	-5	0.4	0.6	-4	-2.6	-0.8	-0.2	-1.3	0	-4	-1
CC(C)Cn1c(=O)c(C(=O)Nc2cnccn2)c(O)c2ccccc21	3	-0.1	1.9	5	0.4	2.6	0.0	-0.7	-1	3	0
COCCn1nnnc1C(c1cccc(OC)c1OC)N1CCN(C(=O)c2ccco2)CC1 (configuration not stated)	2	-0.8	0.2	3	-0.1	-0.4	-0.6	-0.9	-3	0	-1
CN1CCOCCOCCOCCN(C)C1=S	2	-1.4	0.9	7	-0.7	-2.5	-0.6	-1.0	-2	-7	4
CCN(c1ccccc1)S(=O)(=O)c1ccc(C(=O)N(C)Cc2cccs2)cc1	-1	-2.7	-0.4	1	-2.0	-0.3	0.6	-1.9	-3	-3	-4
O=C(CCN1C(=O)S/C(=C\c2ccccc2)C1=O)NC1CCS(=O)(=O)C1 (configuration not stated)	1	0.6	0.8	3	0.4	3.2	-1.9	-0.8	0	6	-2
O=C(NC1CCCCC1)C(c1cccs1)N(CCCN1CCOCC1)C(=O)c1ccc(-c2ccccc2)[nH]1 (configuration not stated)	1	-1.1	-1.4	-7	-0.2	-1.0	0.5	-0.8	-2	-12	-12
Cc1cc(C)cc(C(=O)N2CCC(CCC(=O)NC3CC3)CC2)c1	0	1.5	1.6	7	0.8	-0.1	-1.0	-0.8	1	-2	-9
CCOC1(OCC)N=C(N)C2(C#N)C(c3cccc(C)c3)C12C#N (configuration not stated)	1	-1.4	2.5	3	0.9	-0.5	-0.4	-1.0	-4	-4	8
COc1ccc(CCN=C(C)C2=C(O)C(c3ccccc3)OC2=O)cc1OC (configuration not stated)	0	-3.1	-0.3	-1	-1.3	0.7	-0.8	-1.4	-1	3	-12
CCCCN(C(=O)CSc1nc(CCC)cc(=O)[nH]1)c1c(N)n(Cc2ccccc2)c(=O)[nH]c1=O	-1	0.7	0.7	0	-0.3	0.6	-2.3	-1.2	-3	-5	7

More entries
compound	NPR1 activator	hgDAF-12 ag	DAX1 inh-1	NPR2 activator	DAX1 inh-2	FXN GAA850 act	hcDAF-12 act	ssDAF12 agonist	SMARCA2 activ	ADAM10 inh	sPLA2-III inh
Cc1ccc(Cn2c(SCC(=O)N3CC(=O)Nc4ccccc43)nc3ccccc3c2=O)cc1	0	-1.9	1.4	2	-0.7	1.3	1.4	-1.3	-4	16	-1
OCCNc1ncnc2c1ncn2[C@H]1CN(C2CCCC2)C[C@@H](CO)O1	3	-2.2	nt	1	0.8	0.4	-0.8	-1.0	6	-9	-1
O=C(c1ccc(COc2ccccc2Br)o1)N1N=C(C(F)F)CC1(O)C(F)F (configuration not stated)	5	-2.1	0.7	0	-0.6	-1.4	-3.7	-1.6	-1	12	-13
CCOC(=O)N1CCN(C(=O)CSc2nc(C)nc3c2c(=O)n(C)c(=O)n3C)CC1	1	3.8	0.7	-2	-0.2	-1.1	-1.9	-0.6	1	1	0
CCN(CC)C(=O)c1cc2cc([N+](=O)[O-])ccc2s1	2	0.6	0.7	8	-0.8	0.0	-1.3	-0.3	0	-7	-8
COc1ccccc1N1CCN(CCC(=O)Nc2ccc3c(c2)OCO3)CC1	-4	-2.8	-0.8	1	-1.0	0.0	-0.5	-1.1	-2	-3	4
Cc1ccnc(NC(=O)c2cccc(OC(F)F)c2)n1	0	3.6	-0.6	0	0.4	3.7	2.0	-0.3	3	-13	1
Cn1c(SCc2ccccc2)nnc1-c1cccs1	-1	3.3	1.0	-11	0.6	3.6	1.4	-0.2	4	6	5
COC(=O)[C@@]12C[C@@H](CC(=O)NCc3cccc4ccccc34)C(=O)N(Cc3ccco3)C1=CCC(C)(C)C2	-3	-1.7	nt	-1	-0.6	nt	-1.2	-0.8	-2	16	-22
O=C(Nc1nnc([C@@H]2C[C@H](O)[C@@H](CO)O2)s1)c1cccc(Cl)c1	-1	4.4	nt	-2	2.2	0.4	0.8	-0.8	0	-12	8
COc1cc(/C=N/NC(=O)c2cc(-c3cccs3)nc3ccccc23)ccc1O	-4	-1.3	-0.6	3	-0.8	-0.8	0.6	-1.9	-3	-135	-16
Cc1ccc2nc(-c3ccc(NC(=O)CSCC(=O)O)cc3)sc2c1	2	24*	3.9	1	4.8*	3.7	7.0*	0.5	16*	i	-20
CCOc1ccccc1NC(=O)NCc1ccccn1	0	-1.3	0.6	1	-0.8	1.3	-1.7	-1.1	0	2	2
COc1ccc(S(=O)(=O)N2CCC(O)(c3ccc(Cl)cc3)CC2)cc1OC	-2	-2.3	1.0	4	-0.6	-0.3	-1.8	-1.3	-6	7	13
CC(=O)Nc1cc(-c2ccc(C(=O)N3CCOCC3)cc2)cn2c(-c3ccc(S(C)(=O)=O)cc3)cnc12	1	-0.1	nt	-1	-0.8	1.4	-0.6	-1.5	7	-243	-1
CN(C)S(=O)(=O)c1cccc(-c2nnc(SCCNCCO)n2-c2ccc(F)cc2)c1	4	0.8	0.7	4	0.7	0.5	0.9	-1.0	6	6	0
CC(C)(C)Nc1cccccc1=O	-5	0.6	0.3	3	0.4	-0.7	0.2	-0.2	1	4	4
COC(=O)NC(NC(=S)Nc1ccccc1OC)C(Cl)(Cl)Cl (configuration not stated)	0	0.3	1.5	5	-0.1	0.1	-1.8	-1.6	1	-6	3
O=C(CN1CCCCCCC1)NC(=O)NC1CCCCC1	3	-1.9	-1.3	4	1.1	3.0	0.0	-1.3	-1	-8	0
